High-throughput results deposited in PubChem by several laboratories.
MsrA act = bovine MsrA enzyme activators, primary screen, biochemical, absorbance, HTS | Methionine sulfoxide reductase A (Bos taurus) | purified bovine MsrA, absorbance read-out | activation, % at 10.6 µM | hit rate 0.3% among 360,000; in the data active = activation above about 7.5%;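 also: 0% = vehicle and 100% = reference activator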
CendR NRP1 mod = modulators of CendR peptide binding to NRP-1, primary screen, biochemical, fluorescence polarization, uHTS; Neuropilin-1 (Homo sapiens), O14786; FAM-RPARPAR peptide binding to NRP-1; inhibition, % at 25 µM; hit rate 0.85% among 360,000; AID 602438, 2012;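 active = inhibition or corrected inhibition above about 18%, plus a signal ratio from 0.5 to 1.5, limit read from the data, passing the limit was not always enough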; also: strong numbers were not always called active
MsrA inh = bovine MsrA enzyme inhibitors, primary screen, biochemical, absorbance, HTS. Methionine sulfoxide reductase A (Bos taurus). purified bovine MsrA, absorbance read-out. inhibition, % at 15.5 µM. hit rate 0.75% among 360,000; in the data active = inhibition above about 4.5%;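 also: 0% = vehicle wells with enzyme and 100% = reference inhibitor wells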
STEP block = STEP phosphatase inhibitors, primary screen, biochemical, fluorescence intensity, uHTS; recombinant STEP, OMFP fluorogenic substrate; inhibition, % at 20 µM; hit rate 0.25% among 360,000;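 active = inhibition at 20 µM, scaled per plate between control wells, above about 37%, limit read from the data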;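 also: 0% = DMSO with enzyme and substrate and 100% = substrate only without enzyme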
Target sequence (P54829 whole entry, looked up): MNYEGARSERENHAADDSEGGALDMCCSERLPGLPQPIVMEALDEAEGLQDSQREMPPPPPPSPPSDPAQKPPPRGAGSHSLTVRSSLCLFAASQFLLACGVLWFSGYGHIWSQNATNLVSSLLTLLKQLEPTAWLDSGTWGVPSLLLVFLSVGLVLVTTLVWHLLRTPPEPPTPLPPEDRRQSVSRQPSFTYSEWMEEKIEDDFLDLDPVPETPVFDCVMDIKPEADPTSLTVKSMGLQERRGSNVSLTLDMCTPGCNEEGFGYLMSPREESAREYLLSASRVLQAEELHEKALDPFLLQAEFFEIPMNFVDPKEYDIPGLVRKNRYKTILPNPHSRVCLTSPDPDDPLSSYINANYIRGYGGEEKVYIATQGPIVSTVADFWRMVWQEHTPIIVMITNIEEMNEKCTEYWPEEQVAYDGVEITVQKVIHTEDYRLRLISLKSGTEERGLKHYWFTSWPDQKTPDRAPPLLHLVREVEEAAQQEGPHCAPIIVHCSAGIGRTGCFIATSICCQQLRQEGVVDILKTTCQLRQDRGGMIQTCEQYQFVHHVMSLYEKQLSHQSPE
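Assay system: isolated STEP enzyme. Buffer or medium: pH 6.0 Bis-Tris with DTT and Tween 20. Also added: fluorogenic phosphatase substrate OMFP at 25 µM final. Dosing: 20 µM, 1% DMSO. Timing: 20 min reaction, room temperature, in the dark. Measured by: fluorescence intensity, excitation 480 nm, emission 540 nm. Evaluation: normalized % inhibition.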
DNMT1 inh = human DNMT1 methyltransferase inhibitors, primary screen, biochemical, molecular beacon, fluorescence, HinP1I cleavage, uHTS. DNA (cytosine-5)-methyltransferase 1 (Homo sapiens), P26358. inhibition (reported as % activation of signal), % at 10 µM. hit rate 0.83% among 360,000. AID 588458, 2011; in the data active = inhibition above about 50%
Tb MetRS inh = T. brucei MetRS inhibitors, primary screen, biochemical, luminescence. methionyl-tRNA synthetase (Trypanosoma brucei brucei). purified T. brucei MetRS, ATP depletion, Kinase-Glo luminescence. inhibition, % at 11.9 µM. hit rate 0.4% among 360,000. AID 624268, 2012;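 active = inhibition above a per-plate cutoff of the control wells' mean inhibition plus 3 SD, cut at about 5.5% in these data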;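 also: 0% = DMSO wells median and 100% = median of wells with control inhibitor compound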
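Dosing: 11.9 µM single point; system: parasite MetRS enzyme; technique: luminescence of leftover ATP; times: 15 min enzyme-compound preincubation, 2 h reaction, 10 min detection, 25 °C; replicates: each compound tested once; read-out basis: percent inhibition relative to median high and low control wells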
LMPTP inh = LMPTP phosphatase inhibitors, primary screen, biochemical, fluorescence intensity, uHTS; Low molecular weight phosphotyrosine protein phosphatase (Homo sapiens), P24666; recombinant LMPTP-A, OMFP fluorogenic substrate; inhibition, % at 20 µM; hit rate 0.22% among 360,000;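 active = compounds that cut the enzyme signal by at least half of the control window in the single-dose screen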;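 also: plate controls were DMSO wells with enzyme plus substrate for no effect and substrate without enzyme for full effect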
Target sequence (P24666 whole entry, looked up): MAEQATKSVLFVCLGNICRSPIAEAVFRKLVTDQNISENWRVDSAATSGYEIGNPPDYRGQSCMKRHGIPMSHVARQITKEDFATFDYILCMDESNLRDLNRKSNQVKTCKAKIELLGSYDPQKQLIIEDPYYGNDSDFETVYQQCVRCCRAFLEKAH
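Assay system: LMPTP-A enzyme. Input: 0.625 nM LMPTP-A final. Probe or stimulus: 400 µM OMFP. Compound dosing: single 20 µM dose. Schedule: 50 min dark incubation at room temperature. Detection: fluorescence intensity of OMFP turnover product. Read-out: percent inhibition versus substrate-only and uninhibited controls. Benchmarks: no-enzyme low control, uninhibited high control.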
Scp-1 inhibitor = Scp-1 phosphatase inhibitors, primary screen, biochemical, colorimetric, uHTS; Carboxy-terminal domain RNA polymerase II polypeptide A small phosphatase 1 (Homo …; Recombinant Scp1, phosphopeptide, malachite green phosphate absorbance; inhibition, % at 20 µM; hit rate 0.88% among 340,000; AID 493091, 2011;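 active = inhibition above about 50% at 20 µM, limit read from the data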;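 also: plate controls were DMSO wells with enzyme for no effect and wells lacking enzyme for full effect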
Target sequence (Q9GZU7 76-261 limits assumed): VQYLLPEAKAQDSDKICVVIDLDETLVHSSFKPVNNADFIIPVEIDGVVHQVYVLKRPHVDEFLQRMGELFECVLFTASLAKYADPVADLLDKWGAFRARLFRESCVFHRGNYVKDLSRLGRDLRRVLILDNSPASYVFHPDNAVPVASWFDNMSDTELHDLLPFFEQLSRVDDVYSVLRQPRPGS
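assay system = SCP-1 phosphatase catalytic domain, residues 76-261 | buffer or medium = 50 mM Tris acetate pH 5.5, 0.005% Tween-20, 10 mM MgCl2 | incubation = enzyme reaction 45 min at room temperature, colour 5 min, stabilisation 30 min | signal = Phosphate-binding colour reagent, absorbance read at 630 nm | measure = % inhibition at 20 µM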
eLon inh = inhibitors of E. coli Lon protease, primary screen, biochemical, fluorescence polarization | P0A9M0 | purified E. coli Lon protease | hit rate 0.42% among 360,000 | AID 602123, 2011 | inhibition, % at 7.94 µM; in the data active = inhibition above about 13%, passing the limit was not always enough;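 also: 0% = enzyme with probe and DMSO and 100% = no enzyme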
SUMO1 PPI mod = modulators of SUMO1 protein-protein interactions, primary screen, biochemical, uHTS | Small ubiquitin-related modifier 1 (Homo sapiens), P63165 | SUMO1 binding to a labelled peptide, TR-FRET, 1 h | inhibition, % at 20 µM | hit rate 0.33% among 360,000; in the data active = inhibition above about 37%
Target sequence (P63165 whole entry, looked up): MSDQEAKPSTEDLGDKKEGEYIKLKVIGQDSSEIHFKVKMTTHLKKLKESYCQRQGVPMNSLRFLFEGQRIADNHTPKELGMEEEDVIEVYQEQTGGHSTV
* hit, by the source's call; nt = not tested or not shown. Rows are unselected; overall some 4.3% were active at least once.

SMILES | MsrA act | CendR NRP1 mod | MsrA inh | STEP block | DNMT1 inh | Tb MetRS inh | LMPTP inh | Scp-1 inhibitor | eLon inh | SUMO1 PPI mod
C=CCc1ccc(OCC(O)COc2ccc(CC=C)cc2OC)c(OC)c1 | 2 | -2 | 1.0 | 1 | -11 | 0.3 | 3.5 | -16 | -2 | -4
CCc1c(O)nc2ccccn2c1=O | -3 | -13 | 0.6 | 2 | 0 | -0.7 | -0.6 | -7 | 2 | -2
COCCNC(=O)c1cc(-c2ccccc2C)n(CC2CC(c3cccc([N+](=O)[O-])c3)=NO2)n1 (centres undefined) | -3 | 18 | -0.3 | 3 | -5 | -0.4 | -1.9 | -6 | -11 | -28
CCOC(=O)C1=CCN(S(=O)(=O)c2ccc(C)cc2)[C@H]1c1ccccc1Cl | 1 | 12 | -0.5 | 2 | -7 | 0.0 | 2.9 | nt | 0 | -1
COc1cc(/C=C(\NC(C)=O)C(=O)Nc2ccccc2C)ccc1OC(C)=O | -5 | 12 | 0.6 | 1 | 1 | -0.6 | -2.6 | -7 | -6 | 2
O=C(CN1CCCCC1)Nc1cccc(Oc2ccccc2)c1 | -2 | -6 | -0.1 | -2 | -7 | 0.1 | -0.7 | -18 | 3 | -1
CCN(CC)C(=O)n1c(Cc2ccccc2)nc2ccccc21 | -8 | 0 | -0.4 | -2 | -3 | -1.4 | -1.8 | -1 | -1 | 2
COc1cc(/C=C/c2cc(C(F)(F)F)[nH]c(=O)n2)cc(OC)c1OC | -13 | -1 | 5.6* | 0 | 6 | 0.2 | 1.7 | 5 | 6 | 1
CCCCC(=O)NC(=S)Nc1ccc(Cl)c(C(=O)O)c1 | -4 | 0 | 3.0 | 5 | -1 | -1.4 | 0.3 | 1 | -2 | -1
Cc1cccc(/C=N/n2c(COc3ccccc3)n[nH]c2=S)c1 | 2 | -1 | 0.9 | 1 | -1 | 0.0 | 0.8 | -1 | 6 | -2
CCOC(=O)c1ccc(NC(=O)CSc2ccc(-c3cccnc3)nn2)cc1 | 0 | -5 | 0.6 | 9 | -1 | -0.2 | -1.1 | -4 | 5 | 4
O=C(NC1=C(Nc2ccc(Cl)cc2)C(=O)c2ccccc2C1=O)c1ccccc1 | -2 | 0 | 0.8 | 4 | -23 | 0.5 | 3.5 | -7 | -7 | -24
Clc1cccc(CSc2nnc(-c3cccnc3)n2Cc2ccco2)c1 | -10 | -1 | nt | 0 | 3 | -1.2 | 0.4 | 3 | -8 | 1
CN(C)/C=N/NC(=O)C1Cc2c(ccc3ccccc23)O1 (centres undefined) | -3 | 10 | -0.5 | -2 | 1 | -0.5 | -1.1 | -4 | 0 | -12
Cc1cccc(CC2S/C(=N/c3ccccn3)NC2=O)c1 (centres undefined) | 1 | 4 | -0.1 | 2 | 0 | -0.1 | -2.5 | -4 | -3 | 4
CC1(C)OC(=O)C2=C(C[C@@H](CCc3ccccc3)O[C@@H]2c2ccc(F)cc2)O1 | 1 | 7 | -0.6 | nt | nt | -0.2 | 1.0 | nt | -7 | 2
Cc1ccc(C)c(NNC(N)=S)c1 | -1 | 1 | -1.5 | 1 | -3 | -1.1 | -2.0 | 4 | 9 | -2
CCOC(=O)CC(NC(=O)c1ccccc1)c1ccc(OC)cc1 (centres undefined) | -4 | 2 | -0.7 | -1 | -2 | -0.5 | -0.2 | 0 | -10 | -4
O=C(Cc1cccs1)Nc1ccc(-c2nnc(-c3ccccc3)o2)cc1 | 1 | -15 | -0.6 | -3 | 15 | -0.2 | 11 | 21 | -10 | -1
CCCC(=O)Nc1cccn(Cc2ccccc2Br)c1=O | -2 | -11 | -0.8 | -2 | -2 | 0.1 | -0.2 | -3 | -11 | 1
CCC1Oc2ccccc2N(CC(=O)NCCCN2CCOCC2)C1=O (centres undefined) | -10 | 2 | -0.6 | -1 | 0 | -0.8 | -1.6 | 0 | 1 | 0
COc1ccc(/C=N/NC(=O)c2c(Br)cnn2C)c2ccccc12 | -3 | 17 | 2.9 | -1 | -2 | -0.4 | 0.4 | -9 | 3 | -10
Cc1cccc(C)c1OCC(=O)Nc1ncn[nH]1 | 3 | -24 | -1.3 | 1 | -6 | 0.3 | -0.8 | -6 | -5 | 1
CC(=O)/C(N=Nc1ccc(C(=O)O)cc1)=C(\C)O | -7 | -18 | 2.6 | -2 | -3 | -0.4 | -0.2 | -2 | 5 | -15
Cc1cc(N2CCN(c3ccc(F)cc3)CC2)nc(-c2ccccc2)n1 | -4 | -2 | 2.2 | 3 | -6 | -0.9 | 6.0 | -2 | -4 | -1
COc1ccccc1C(=O)COC(=O)c1cccc(S(=O)(=O)N2CCCC2)c1 | -4 | -10 | -1.9 | 0 | -1 | 0.3 | 1.6 | -7 | -11 | 1
CN(CC(=O)NC1CCCC1)S(=O)(=O)c1cnc[nH]1 | -3 | -2 | -1.0 | 0 | 0 | -0.6 | -1.4 | 6 | 0 | 3
COc1ccc(NC(=O)CS(=O)(=O)c2cn(CC(=O)N3CCOCC3)c3ccccc23)cc1OC | -2 | 13 | 1.0 | -2 | -3 | -0.4 | 0.3 | 4 | 1 | 2
CNCC(C)COc1ccccc1OCc1ccccc1 (centres undefined) | -3 | 3 | -0.3 | -2 | -2 | -0.6 | 2.2 | -4 | -10 | -1
O=C1OC(c2ccccc2)=CC1=Cc1ccccc1O | -5 | -3 | 0.7 | 0 | -9 | -0.3 | 0.5 | nt | -9 | -7
CCN=C1SC(CC(=O)NCC)C(=O)N1CC (centres undefined) | -11 | -2 | -0.5 | 0 | 2 | -2.7 | 0.0 | -5 | -7 | -3
Nc1nc(Nc2cccc(F)c2)nc(N2CCOCC2)c1[N+](=O)[O-] | -5 | -5 | 1.5 | 2 | 1 | -0.3 | 0.0 | 23 | 2 | -10
O=C(Nc1ccccc1OC(F)F)c1ccc(S(=O)(=O)N2CCCC2)cc1 | -2 | -8 | -0.8 | -4 | 1 | 0.3 | -0.8 | -5 | 5 | 3
Cn1c(SCC(=O)N2CCOCC2)nnc1-c1ccco1 | 0 | -7 | 0.2 | -2 | 3 | 0.0 | -0.3 | -10 | -18 | 0
O=C(CS(=O)CC(=O)Nc1ccc(Cl)cc1)NCC1OCCc2ccccc21 (centres undefined) | -2 | 13 | 0.1 | -1 | 0 | 0.6 | -0.4 | -4 | -3 | -1
O=C(c1cccc(S(=O)(=O)Nc2ccccc2Cl)c1)N1CCC1 | -3 | -1 | 0.7 | -1 | 2 | -0.4 | -0.3 | 0 | -2 | 9
CCc1[nH]c(C(=O)O)c(C)c1C(=O)OC | -6 | 12 | -0.3 | -2 | 0 | -0.8 | -0.3 | -1 | -2 | -2
CCOc1ccc(C2C3=C(CCCC3=O)N(CC(=O)O)C3=C2C(=O)CCC3)cc1 | -10 | -1 | 0.3 | -2 | -5 | -0.8 | -1.2 | 14 | 7 | -1
CCOC(=O)CC(=O)CSc1nc(C)cc(-c2cccnc2)c1C#N | 0 | -10 | 0.8 | -3 | -2 | -0.3 | -0.4 | -5 | 5 | -8
Nc1ncnc2c1ncn2CCN1CCCCC1 | -5 | -2 | 0.6 | -4 | -3 | -0.9 | -1.9 | 2 | -10 | 2
c1ccc(Cc2cc[n+](Cc3ccccc3)cc2)cc1 | -8 | 0 | 1.3 | -2 | 2 | -1.6 | 0.2 | 5 | 9 | -20
S=c1nc[nH]c2c1[nH]c1ccccc12 | -4 | -1 | 1.2 | 4 | -6 | 0.3 | -13 | -7 | 1 | -17
COc1ccc(CCN(C(=O)C(F)(F)F)C(C(=O)NC2CCCCC2)c2ccc(C)s2)cc1 (centres undefined) | -3 | 9 | 1.6 | 1 | 2 | -1.0 | -0.2 | 0 | 1 | 0
Cn1c(NC(=O)/C=C/c2c(F)cccc2Cl)cc(=O)n(C)c1=O | -5 | 6 | 0.3 | 1 | 17 | -0.1 | 4.2 | 5 | -4 | -7
O=C(Nc1ccn(Cc2c(F)c(F)cc(F)c2F)n1)c1ccc(COc2cc(Cl)ccc2Cl)o1 | -4 | -1 | -0.7 | 7 | 1 | -0.1 | 5.7 | -13 | -6 | 1

Retrieved by structure from the list above:
SMILES | MsrA act | CendR NRP1 mod | MsrA inh | STEP block | DNMT1 inh | Tb MetRS inh | LMPTP inh | Scp-1 inhibitor | eLon inh | SUMO1 PPI mod
CCN=C1SC(CC(=O)NCC)C(=O)N1CC (centres undefined) | -11 | -2 | -0.5 | 0 | 2 | -2.7 | 0.0 | -5 | -7 | -3
Cn1c(SCC(=O)N2CCOCC2)nnc1-c1ccco1 | 0 | -7 | 0.2 | -2 | 3 | 0.0 | -0.3 | -10 | -18 | 0

The listing continues:
SMILES | MsrA act | CendR NRP1 mod | MsrA inh | STEP block | DNMT1 inh | Tb MetRS inh | LMPTP inh | Scp-1 inhibitor | eLon inh | SUMO1 PPI mod
CC(=O)Nc1ccc(OC/C=C(\C)Cl)cc1 | -4 | -3 | 0.3 | 2 | 0 | -1.9 | -1.4 | -5 | 0 | -6
Cn1cnnc1SCC(=O)Nc1c(F)cc(F)cc1Br | -10 | -1 | -0.8 | -2 | 2 | -1.2 | -1.5 | -5 | -7 | 1
Cc1ccc(OCCOC(=O)c2c(-c3ccccc3)noc2C)cc1 | -2 | 0 | 0.5 | 2 | 3 | 0.2 | 3.6 | -14 | -10 | 1
CCC(Sc1nc(N)cc(N)n1)C(=O)O (centres undefined) | 3 | 0 | -1.4 | -2 | -1 | -1.0 | 0.5 | -6 | 7 | -2
CCCS(=O)(=O)N1CCCC(C(=O)NCCN(Cc2ccccc2)C(C)C)C1 (centres undefined) | -2 | 8 | -0.1 | -4 | 2 | 0.0 | -3.3 | -8 | 10 | -1
Cc1cc(C)c(S(=O)(=O)N2CCN(C(=O)CCOc3ccccc3C)CC2)c(C)c1 | -3 | 1 | -0.4 | 2 | -7 | -0.2 | -3.1 | -13 | 2 | 7
Cc1cccc(C2=NN(c3ccc(Br)cc3)[C@@H](C(=O)N3CCOC3=O)[C@@H]2c2ccc(F)cc2)c1 | -1 | -1 | 2.0 | -1 | -6 | -0.3 | 5.5 | -11 | -6 | -6
CNC(=O)CNC(=O)Nc1ccc(Cl)c(Cl)c1 | -4 | 2 | nt | -1 | -2 | -0.3 | -1.0 | -6 | -12 | 1
